# Screening data (PubChem BioAssay)
# GLS inhibitor: blocks human kidney-isoform glutaminase activity. AID 624170. Potency, µM (titrated, usually from 45.5 µM), for inactives: at the highest dose activity change, negative = inhibition, hits mostly inhibitors. 410,000 tested, 0.21% active. GLS enzymatic activity, qHTS titration; also: % is scaled to controls: 0 for no effect and ±100 for the full control effect
#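 Enzyme dispensed in phosphate buffer (45 mM, pH 8.2, 0.02% Tween-20), compounds pinned in, then 1 mM L-glutamine solution and the glutamate oxidase–HRP–Amplex Red mix added; fluorescence read immediately and again after 30 min at room temperature.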
# Pin1 inh: blocks the human prolyl isomerase Pin1 | Q13526 | 390,000 tested, 0.009% active | AID 504891 | Pin1 FP peptide displacement, HiFluor488, 10 min | Potency, µM (doses to about 115 µM), for inactives: top-dose activity, negative = inhibition, usual class: inhibitors; active = well fitted inhibition curve with a large enough effect in the polarisation, with a control signal flat, not every such curve was filed as active; inconclusive = small, poorly fitted or top-dose-only effect, or effect the other way, or a change in a side signal; inactive = no such curve, though single readings can be large or run the other way; the % refers to the polarisation; also: % is scaled to controls: 0 for no effect and ±100 for the full control effect
# BLM helicase inh: inhibitors of human Bloom syndrome helicase BLM; recombinant BLM DNA unwinding, fluorescence dequenching; Potency, µM (series often up to 56.1 µM), for inactives: at the highest dose activity change, negative = inhibition, actives largely listed as inhibitors; 350,000 tested, 0.2% active; AID 2528;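 also: plate controls were vehicle for no effect and no enzyme for full effect; nearly all actives have a fitted effect of over 35% in size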
# G9a inh: inhibitors of human histone lysine methyltransferase G9a. G9a H3K9 monomethylation, AlphaScreen, 2 h. Potency, µM (titrated, usually from 102 µM), for inactives: at the top dose activity, negative = inhibition, actives largely listed as inhibitors. 350,000 tested, 8.8% active; also: % is scaled to controls: 0 for no effect and ±100 for the full control effect; nearly all actives have a fitted effect of over 75% in size
#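 Enzyme 20 nM + cpd, 15 min RT; add b-H3K9 pep 500 nM / SAM 20 uM; 2 h RT; anti-H3K9me1 Ab 0.5 ug/mL + SA donor / anti-rabbit acceptor beads 20 ug/mL each, 10 min; AlphaScreen read.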
# JMJD2A Tudor: inhibitors of human JMJD2A Tudor domain; O75164; AlphaScreen JMJD2A-Tudor / H3K4me3 peptide binding; Potency, µM (doses to about 114 µM), for the others: at the highest dose activity change, negative = inhibition, hits mostly inhibitors; 390,000 tested, 4.4% active; AID 504339; also: % is scaled to controls: 0 for no effect and ±100 for the full control effect; nearly all actives have a fitted effect of over 50% in size
# Tb PGK inh: blocks T. brucei phosphoglycerate kinase. P07378. PGK/GAPDH coupled, Kinase-Glo luminescence, 60 min. Potency, µM (series often up to 57.5 µM), for inactives: at the top dose activity change, negative = inhibition, usual class: inhibitors. 380,000 tested, 0.043% active. AID 602233; also: % is scaled to controls: 0 for no effect and ±100 for the full control effect; nearly all actives have a fitted effect of over 60% in size
#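 Recombinant glycosomal PGK reaction used 1,3-bisphosphoglycerate generated in-well by GAPDH (100nM final) in 100mM TEA pH 7.6, 5mM MgCl2, 0.01% Tween-20. After 60 minutes at room temperature, ATP was read by Kinase-Glo Plus luminescence end-point.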
# Pol iota inh: inhibitors of human DNA polymerase iota; Q9UNA4; Pol iota fluorescent replication assay, 10 min; Potency, µM (doses to about 115 µM), inactives show at the highest dose activity, negative = inhibition, most hits filed as inhibitors; 390,000 tested, 1% active; AID 588590
#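 Pol iota at 10 nM preincubated 15 min with compounds at room temperature; reaction started with fluorescent substrate, 50 nM final. Fluorescence read kinetically at 0 and 10 min; buffer-only wells as negative control.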
# BAZ2B block: BAZ2B (human) inhibition. Potency, µM (titrated, usually from 114 µM), for inactives: at the top dose activity change, negative = inhibition, actives largely listed as inhibitors. Q9UIF8. 360,000 tested, 4.4% active. AlphaScreen BAZ2B-H3K14Ac peptide displacement; also: % is scaled to controls: 0 for no effect and ±100 for the full control effect; nearly all actives have a fitted effect of over 60% in size
#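 In this displacement format the biotinylated H3(5-23) peptide acetylated at Lys14 serves as ligand at 50 nM, with BAZ2B at 50 nM in PBS pH 7.4 containing 0.01% Tween-20. Donor and acceptor beads are 10 ug/mL final.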
# HP1b binding inh: HP1-beta chromodomain-methylated histone interaction inhibition; P83916; 390,000 tested, 0.56% active; Potency, µM (series often up to 114 µM), for inactives: at the top dose activity change, negative = inhibition, hits mostly inhibitors; AlphaScreen HP1-beta / biotin-H3K9me3 peptide binding; also: nearly all actives have a fitted effect of over 70% in size; inactives centre near 23
#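 Compound inhibition of the preformed complex between 50 nM HP1-beta and 50 nM biotinylated H3K9me3 peptide was read by AlphaScreen. Buffer was PBS pH 7.4 with 0.01% Tween-20. Incubations ran 30 min at room temperature, with 10 ug/mL donor/acceptor beads.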
# Active calls of the source: *; i = inactive; ? = inconclusive; . = not tested or not shown; [ ] = dose if it differs, or a comment. Unless noted, calls follow the shape of the dose curve; as a rule, active = well fitted curve in the direction sought with a large enough effect; inconclusive = small, poorly fitted or top-dose-only effect, or another doubt; inactive = no such curve, though single readings can be large; an effect the other way counts as inactive or inconclusive. Potency is read from the fitted curve at half-maximal effect. Not all compounds are listed; rates above refer to the full screens.
smiles,GLS inhibitor,Pin1 inh,BLM helicase inh,G9a inh,JMJD2A Tudor,Tb PGK inh,Pol iota inh,BAZ2B block,HP1b binding inh
CSc1ccc(NS(=O)(=O)c2ccc(-n3cnnn3)cc2)cc1,8%,0%,-2%,-1%,-25%,-4%,18%,-24%,6%
Cc1ccc2nc(Cl)c3nnnn3c2c1,-10%,?,-6%,-6%[59 µM],1%,-10%,?,-4%,49%[activator]
CCN(CC)c1ccc(C(=O)N/N=C(\C)c2cccc(OC)c2)cc1,36%[activator],-7%,-5%,2%[59 µM],-22%,1%,2%,-35%,6%
Cc1occc1-c1nnc(SCC(=O)NC2(C#N)CCCC2)n1C,0%,-7%,.,?,-10%,-1%,14%,1%,14%
COc1ccc(S(=O)(=O)Nc2c(C(=O)O)[nH]c3ccc(OC)cc23)c(OC)c1,?,-8%,-13%,2.2µM*,18µM*,i,57%,45µM*,45µM*
COc1ccc(C(=O)Nc2ccc(C(=O)NCCc3ccccc3)cc2)cc1,13%,16%,-4%,-28%,-35%,-2%,?,-2%,61%[activator]
COCC(=O)N1c2nc(-c3ccco3)nn2C2(CCCCC2)[C@@H]2CCCC[C@@H]21,-1%,0%,-2%,1%[59 µM],-24%,-3%,-10%,?,12%
O=C(COC(=O)/C=C/c1nc2ccccc2s1)Nc1cccc(Cl)c1Cl,-6%,-7%,0%,14%[59 µM],-5%,-9%,-4%,3%,21%
CCn1c(N2CCN(S(=O)(=O)c3ccc(OC)cc3)CC2)nc2ccccc21,4%,?,-6%,15%,-17%,8%,4%,1%,23%
Cc1cccc(Cn2c(C)c(C)c3cc(C(=O)NCc4ccco4)ccc32)c1,?,26%,-7%,-48%[59 µM],?,-9%,-10%,-33%,-1%
CCN(CC)C(=O)c1ccc(CS(=O)(=O)c2ccc(OC)cc2)o1,4%,-1%,6%,-7%[59 µM],-3%,i,43%[activator],-5%,51%[activator]
CC(C)c1ccc(NC(=O)c2cccc(NC3=NC4CS(=O)(=O)CC4S3)c2)cc1 (stereo unspecified),-2%,3%,2%,50%,-12%,7%,10%,-12%,41%[activator]
CCC(=O)N1CCN(c2ccccc2NC(=O)c2ccc(OC)c(Cl)c2)CC1,-1%,0%,-5%,-37%[59 µM],?,-7%,6%,0%,-4%
COC(=O)[C@@]1(C)[C@H]2C(=O)N(C)C(=O)[C@H]2[C@H]2CN=C(SCc3ccccc3)N21,-4%,6%,.,.,-6%,-4%,-6%,.,56%[activator]
O=C(Cn1c(=O)[nH]c2ccsc2c1=O)N1CCN(c2ccc(F)cc2)CC1,69%[activator],?,3%,7%[59 µM],-8%,-4%,?,-3%,12%
Cc1cccc(N=C2NC(=O)/C(=C\c3cccs3)S2)c1,7%,65%[activator],-13%,-9%[59 µM],0%,0%,-18%,48%[activator],19%
O=C(NC(=S)Nc1cc([N+](=O)[O-])ccc1O)C1CC1,33%[activator],-1%,-5%,7%,-29%,-3%,-5%,-27%,-1%
CC(C)C[C@H]1CN=C(Nc2ccccc2)N1CCCCc1ccccc1,0%,-5%,0%,18%,-14%,-5%,31%,-25%,46%[activator]
CCC1CCCCN1C(=O)c1cc2cc(Br)ccc2oc1=O (stereo unspecified),0%,?,1%,7%,-19%,-8%,34%,7%,25%
Cc1nc(-c2nnc(SCC(=O)Nc3cc(Cl)cc(Cl)c3)n2C)cs1,5%,-4%,-1%,0%,-6%,-14%,61%[activator],-6%,13%
CCOC(=O)CSc1nc2sc3c(c2c(=O)n1-c1ccccc1)CCN(C)C3,9%,11%,-6%,.,-11%,-6%,1%,-30%,10%
O=C(NCCc1ccccc1)C(=O)N/N=C/c1ccccc1C(F)(F)F,-4%,-1%,0%,13%[12.7 µM],-7%,1%,21%,2%,7%
O=C(COC(=O)C1CCN(c2ccc(C(F)(F)F)cn2)CC1)NCCc1ccccc1,4%,-10%,.,-7%[0.501 µM],-4%,-11%,48%[activator],11%,41%
CC[C@]12c3[nH]c4ccc(OC)cc4c3CCN1C(=O)C(CC(=O)NCCCOC)C[C@@H]2C(=O)N1CCN(C(=O)C2CC2)CC1 (stereo partly specified),7%,-1%,.,.,-13%,i,12%,.,76%[activator]
Cc1nc2cc(N=NC3=C(O)CCCC3=O)ccc2s1,6%,?,-15%,?,?,-12%,50µM*,56µM*,-17%
COc1cc(S(=O)(=O)N(Cc2cccc(OC)c2OC)CC2CCCO2)ccc1-n1cnnn1 (stereo unspecified),1%,-13%,0%,50µM*,-22%,-1%,5%,-39%,29%
Cc1cccc(OCc2nnc(SCC(=O)Nc3nccs3)o2)c1,8%,0%,-1%,7%,-32%,6%,14%,79µM*,44%[activator]
O=C(Nc1cccc(Br)c1)c1ccc2c(c1)SC1=NS(=O)(=O)CCN12,0%,41%[activator],.,18%[59 µM],-8%,0%,?,-4%,36%
COc1ccc(C(=O)N[C@H](C(=O)Nc2sccc2C(N)=O)C(C)C)cc1,9%,-9%,-1%,-35%,-14%,1%,31%[activator],-4%,0%
COc1ccc(S(=O)(=O)N2CCN(Cc3ccc4c(c3)OCO4)CC2)cc1,-8%,0%,-6%,-5%,-27%,i,22%,?,18%

# A run of entries of the results above:
smiles,GLS inhibitor,Pin1 inh,BLM helicase inh,G9a inh,JMJD2A Tudor,Tb PGK inh,Pol iota inh,BAZ2B block,HP1b binding inh
Cc1cccc(OCc2nnc(SCC(=O)Nc3nccs3)o2)c1,8%,0%,-1%,7%,-32%,6%,14%,79µM*,44%[activator]
O=C(Nc1cccc(Br)c1)c1ccc2c(c1)SC1=NS(=O)(=O)CCN12,0%,41%[activator],.,18%[59 µM],-8%,0%,?,-4%,36%
COc1ccc(C(=O)N[C@H](C(=O)Nc2sccc2C(N)=O)C(C)C)cc1,9%,-9%,-1%,-35%,-14%,1%,31%[activator],-4%,0%
COc1ccc(S(=O)(=O)N2CCN(Cc3ccc4c(c3)OCO4)CC2)cc1,-8%,0%,-6%,-5%,-27%,i,22%,?,18%

# New compounds follow
# Value order: GLS inhibitor | Pin1 inh | BLM helicase inh | G9a inh | JMJD2A Tudor | Tb PGK inh | Pol iota inh | BAZ2B block | HP1b binding inh
- O=C1CCC(C(=O)Nc2ccccc2N2CCOCC2)=NN1
 : 5% | 5% | -1% | 19%[59 µM] | -15% | 5% | 6% | -5% | 17%
- Cc1ccc(C(=O)N/C(=C\c2ccco2)C(=O)NCc2cccnc2)cc1
 : -13% | -3% | -5% | ? | -2% | 5% | 170%[activator] | 8% | 34%
- CCOC(=O)C1=CN(Cc2cccc(-c3ccc(Cl)nc3)c2)S(=O)(=O)N(C)C1C (stereo unspecified)
 : -2% | 1% | . | . | 14% | i | -19% | . | 63%[activator]
- O=C1/C(=C/c2ccncc2)SC(=S)N1C1CCCCC1
 : 1% | 2% | -1% | -1%[59 µM] | -18% | 1% | 6% | -28% | 2%
- COc1ccc(CNC(=O)CN(C(=O)c2snc(C(N)=O)c2N)c2cccc(F)c2)cc1
 : -1% | 4% | -4% | 5% | 10% | -10% | 46%[activator] | 6% | -13%
- Cc1ccc(CNC(=O)c2c[nH]c3ccc(S(=O)(=O)N4CCOCC4)cc3c2=O)cc1
 : -2% | 49%[activator] | -4% | -28%[59 µM] | -15% | -1% | ? | 7% | 21%
- CCn1c(C(O)c2ccc(C)cc2)nc2ccccc21 (stereo unspecified)
 : -1% | -11% | -3% | ? | -16% | 1% | 5% | 1% | 31%
- Cc1c(C(=O)N2CCCCC2)oc2ccccc12
 : -14% | -4% | . | . | 0% | -2% | 54%[activator] | . | 41%[activator]
- COc1ccccc1COC(=O)N/C=C/c1ccco1
 : 0% | ? | -4% | 20µM* | -31% | -8% | ? | ? | 6%
- O=C(Nc1cccc(S(=O)(=O)N2CCCC2)c1)c1cc(=O)[nH]c2ccccc12
 : -1% | 2% | . | -11%[2.33 µM] | -22% | i | 26% | -1% | 40%[activator]

# Retrieved one by one from the entries so far:
# Value order: GLS inhibitor | Pin1 inh | BLM helicase inh | G9a inh | JMJD2A Tudor | Tb PGK inh | Pol iota inh | BAZ2B block | HP1b binding inh
- O=C(NC(=S)Nc1cc([N+](=O)[O-])ccc1O)C1CC1
 : 33%[activator] | -1% | -5% | 7% | -29% | -3% | -5% | -27% | -1%
- CCn1c(C(O)c2ccc(C)cc2)nc2ccccc21 (stereo unspecified)
 : -1% | -11% | -3% | ? | -16% | 1% | 5% | 1% | 31%

# (more compounds)
# Value order: GLS inhibitor | Pin1 inh | BLM helicase inh | G9a inh | JMJD2A Tudor | Tb PGK inh | Pol iota inh | BAZ2B block | HP1b binding inh
- CCc1ccccc1N1C(=O)N(CC(=O)c2ccc(Cl)cc2)c2ccccc2S1(=O)=O
 : 1% | 6% | -6% | 0%[59 µM] | -6% | -7% | 19% | 4% | 33%
- CC(C)(C)c1ccc(C2Sc3ccccc3NC3=C2C(=O)c2ccccc23)cc1 (stereo unspecified)
 : -9% | ? | -13% | 10µM* | 25µM* | 3% | -9% | 8.9µM* | ?
- CSCC[C@H](Nc1ncnc2sc(C)c(C)c12)C(=O)O
 : -1% | 4% | -1% | ? | -5% | i | ? | ? | 44%[activator]
- Cc1ccccc1NC(=O)CN1CCN(Cc2ccccc2)CC1
 : 5% | 6% | -1% | -3% | -8% | 2% | 102%[activator] | -15% | 21%
- CCCCSc1ncnc2[nH]ncc12
 : 1% | -3% | -8% | . | -8% | -3% | 20% | 7% | 37%[activator]
